TRHR enhancer: allosterically enhances the human TRH receptor; P34981; TRHR cells, fluo-8 calcium fluorescence, EC20 TRH enhancement; enhancement, % at 2 µM; hit rate 0.66% among 360,000; in the data active means enhancement above about 30%; further: 0% is about no effect
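TRHR-expressing cells loaded with fluo-8 calcium dye were read kinetically (ex 480/em 530) during compound addition, then stimulated with an EC20 of TRH (10 nM final). Enhancement of the Gq-mediated intracellular calcium response was scored.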
IDH1 R132H inh: blocks human mutant IDH1 R132H enzyme; IDH1-R132H enzyme, NADPH consumption, diaphorase/resazurin fluorescence; hit rate 0.093% among 390,000; AID 602179; Potency, µM (highest dose often 76.6 µM), for inactives: at the top dose activity change, negative = inhibition, usual class: inhibitors; further: potency means the concentration at half of the fitted maximal effect; on the % scale 0 is the no-effect control and ±100 the full control effect; nearly all actives have a fitted effect of over 65% in size
Target sequence (O75874 whole entry R132H, stated change not applied): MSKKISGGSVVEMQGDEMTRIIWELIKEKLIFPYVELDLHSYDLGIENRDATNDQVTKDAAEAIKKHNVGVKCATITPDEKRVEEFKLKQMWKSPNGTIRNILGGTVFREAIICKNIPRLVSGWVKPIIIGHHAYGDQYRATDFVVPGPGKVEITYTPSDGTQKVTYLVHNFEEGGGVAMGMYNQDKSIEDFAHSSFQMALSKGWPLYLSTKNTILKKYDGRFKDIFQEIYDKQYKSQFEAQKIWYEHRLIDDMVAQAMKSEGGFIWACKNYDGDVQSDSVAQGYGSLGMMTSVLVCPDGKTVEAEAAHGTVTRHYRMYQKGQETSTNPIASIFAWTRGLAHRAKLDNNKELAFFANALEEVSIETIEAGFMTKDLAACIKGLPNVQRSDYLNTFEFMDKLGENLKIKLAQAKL
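IDH1-R132H (0.5 ug/mL dispensed) in pH 7.5 Tris buffer was preincubated 30 min with compound, then given a substrate mix of 0.016 mM NADPH and 2 mM alpha-KG for 80 min at room temperature; remaining NADPH was read by diaphorase/resazurin fluorescence.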
PI4K2A inh: blocks human PI4K2A kinase activity. activity change, negative = inhibition, % at 76.9 µM. hit rate 0.13% among 420,000. Q9BTU6. purified PI4K2A, ADP-Glo luminescence, 1 h; stronger effect = lower value; in the data active means activity change below about -50%; inconclusive means mostly about -30% to -49%;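 further: -100% = wells without enzyme as full effect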
Target sequence (Q9BTU6 whole entry, looked up): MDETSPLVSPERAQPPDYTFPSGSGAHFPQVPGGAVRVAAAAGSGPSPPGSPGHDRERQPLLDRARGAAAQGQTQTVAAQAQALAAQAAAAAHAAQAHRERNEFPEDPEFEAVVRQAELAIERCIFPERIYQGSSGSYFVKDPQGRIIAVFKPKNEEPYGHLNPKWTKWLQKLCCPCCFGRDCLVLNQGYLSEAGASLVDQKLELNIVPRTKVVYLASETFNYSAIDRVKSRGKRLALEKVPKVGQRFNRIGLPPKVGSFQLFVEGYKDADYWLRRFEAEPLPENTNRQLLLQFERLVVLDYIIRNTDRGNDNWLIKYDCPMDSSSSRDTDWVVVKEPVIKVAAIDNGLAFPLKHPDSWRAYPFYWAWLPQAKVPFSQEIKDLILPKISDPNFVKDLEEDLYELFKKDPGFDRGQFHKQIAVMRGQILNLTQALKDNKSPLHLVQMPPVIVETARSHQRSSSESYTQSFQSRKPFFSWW
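PI4K2A activity was measured by ADP-Glo luminescence: enzyme (4 ug/mL stock) and phosphatidylinositol (1.2 mM stock) in Tris pH 7.5/MgCl2/EGTA/Triton X-100 buffer were reacted with ATP (300 microM stock) for one hour at ambient temperature.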
TRHR ag: TRH receptor (human) agonism; P34981; TRHR cells, calcium flux fluo-8, FDSS agonist mode; activation, % at 2 µM; hit rate 0.18% among 360,000; in the data active means activation above about 30%; further: 0% is about no effect
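TRHR-expressing cells loaded with fluo-8 calcium dye; 23 nL library compound pin-transferred, kinetic FDSS fluorescence (Ex 480/Em 530) recorded about 180 s for agonist-induced calcium release, before a 10 nM TRH EC20 addition for potentiator mode.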
rTrxR1 inhibitor: blocks rat thioredoxin reductase 1; recombinant rTrxR1, NADPH fluorescence consumption, selenite substrate; Potency, µM (titrated, usually from 114 µM), for inactives: at the highest dose activity change, negative = inhibition, usual class: inhibitors; hit rate 1% among 390,000; further: potency means the concentration at half of the fitted maximal effect; on the % scale 0 is the no-effect control and ±100 the full control effect; nearly all actives have a fitted effect of over 65% in size
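Rat TrxR1 (90 nM in the dispensed reagent) was pre-reduced with 400 uM NADPH for 5 min at room temperature, then incubated with compound for 15 min. After 400 uM selenite was added, NADPH fluorescence (Ex 340/Em 450 nm) was followed for 8 min.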
TrxR1 substrate: is turned over as a substrate by rat TrxR1; purified TrxR1 substrate turnover, NADPH consumption readout; hit rate 0.01% among 390,000; O89049; AID 588456; Potency, µM (series often up to 114 µM), for the others: top-dose activity change, negative = substrate turnover; further: potency means the concentration at half of the fitted maximal effect; on the % scale 0 is the no-effect control and ±100 the full control effect; nearly all actives have a fitted effect of over 50% in size
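Rat TrxR1, dispensed at 90 nM, was prereduced with 400 uM NADPH (final) for 5 min at ~22 deg C, then incubated with compound 15 min before 400 uM selenite. A first-read NADPH fluorescence drop versus no-compound background flagged substrates.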
D2 antagonist: antagonizes the human D2 dopamine receptor; P14416; HEK293 TREx D2 cells, calcium flux, dopamine EC80; inhibition, % at 10 µM; hit rate 2% among 340,000; in the data active means inhibition above about 30%; further: 0% is about no effect
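Tetracycline-induced HEK293 T-REx cells expressing D2 force-coupled to calcium signalling were dye-loaded, exposed to compound for 180 s, then challenged with an EC80 of dopamine; calcium flux was followed kinetically for a further 180 s.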
USP1-UAF1 inh: USP1/UAF1 (human) deubiquitinase inhibition | Potency, µM (highest dose often 57.1 µM), for inactives: at the top dose activity change, negative = inhibition, most hits filed as inhibitors | hit rate 0.23% among 390,000 | AID 743255 | O94782 | recombinant USP1/UAF1, Ub-Rhodamine cleavage fluorescence; further: potency means the concentration at half of the fitted maximal effect; on the % scale 0 is the no-effect control and ±100 the full control effect; nearly all actives have a fitted effect of over 60% in size; inactives centre near -12
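USP1/UAF1 complex at 1 nM was preincubated with compound for 15 min at room temperature, then Ub-Rho substrate (150nM final) was added. Fluorescence (480/540 nm) was read kinetically, 6 reads every 60 seconds.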
D2 agonist: activates the human D2 dopamine receptor; P14416; HEK293 T-REx D2 cells, calcium flux agonist mode; activation, % at 2 µM; hit rate 0.53% among 340,000;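 active means activation over 3 SD above normal in the single-dose calcium agonist read, cut at about 30% in these data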; further: 0% is about no effect
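Calcium-flux readout, 1 cycle/sec over 180 s following compound pin transfer, in inducible HEK293 Trex D2 cells (force-coupled); dopamine controls included. Positive calcium responses during this window marked compounds as potential agonists.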
Starred values were filed as active, the others as inactive; ? = inconclusive; . = not tested or not shown; & = joins results of further samples; [ ] = remark or other dose. Unless noted, the call rests on the fitted dose curve; in most records, active means well fitted inhibition curve with a large enough effect; inconclusive means small, poorly fitted or top-dose-only effect; inactive means no such curve, though single readings can be large or run the other way. A portion of the library; rates above refer to the full screens.

SMILES	TRHR enhancer	IDH1 R132H inh	PI4K2A inh	TRHR ag	rTrxR1 inhibitor	TrxR1 substrate	D2 antagonist	USP1-UAF1 inh	D2 agonist
COc1ccccc1OCC(=O)N1CCN(Cc2ccc3c(c2)OCO3)CC1	7	-10%	0	0.5	12%[57.1 µM]	7%[57.1 µM]	3	-13%	6.0
CCC(=O)OC1(c2ccccc2)C(C)CN(C)CC1C (stereo unspecified)	5	-1%	3	1.2	18%	-1%	6	-13%	-0.1
CN1CC(Br)C(=O)NC1=O (stereo unspecified)	.	2%	-2	.	9%[57.1 µM]	11%[57.1 µM]	.	-15%	.
Cc1ccc(O)c(C(=O)c2cc(C(=O)NCCC(C)C)c(=O)n(CCC(C)C)c2)c1	1	-5%	-3	0.2	11%	-13%	4	-11%	0.7
Fc1ccc(CCNCc2ccc(Br)cc2)cc1	4	10%	0	-0.4	2%	-2%	-7	-23%	-0.1
CCOC(=O)C(O)(c1ccc(NC(=O)Oc2ccccc2)cc1)C(F)(F)F (stereo unspecified)	0	3%	3	0.0	-17%	-17%	-7	-7%	0.6
O=C(Cc1ccc(N(CCCl)CCCl)cc1)NC(Cc1ccc(Cl)cc1)C(=O)O (stereo unspecified)	14	1%	-4	-0.2	40µM*	4%	-8	-15%	0.0
Cc1ccc(C(=O)n2cc(CCN3CCS(=O)(=O)CC3)c3ccccc32)cc1	11	1%	2	0.3	-5%	-7%	-20	-11%	-0.4
Cn1c(=O)n(C)c2cc(CNCCc3ccccc3F)ccc21	3	-12%	0	0.9	18%	-3%	.	15%	2.1
COc1ccc(-n2c(O)c(/C(C)=N/N3CCCCCC3)c(=O)[nH]c2=O)cc1	-5	1%	0	0.3	-4%[57.1 µM]	10%[57.1 µM]	15	1%	0.0
CCN(CC)C(=O)Oc1ccc(NC(=O)N2CCOCC2)cc1	1	-8%	-5	0.4	21%	-1%	-12	-12%	0.4
CCCCCCn1c(=O)c(C(=O)Nc2c(C)n(C)n(-c3ccccc3)c2=O)c(O)c2ccccc21	4	2%	3	0.4	-1%	-3%	6	-14%	1.3
CC(C)CC(=O)Nc1ccc(S(=O)(=O)N2CC3CC(C2)c2cccc(=O)n2C3)cc1 (stereo unspecified)	-3	0%	7	0.3	16%	1%	9	-3%	0.4
Cc1ccccc1N1CCN(C2CCCN(C(=O)Cc3c(C)noc3C)C2)CC1 (stereo unspecified)	0	4%	2	0.5	-30%	-5%	-13	-10%	-0.1
C[C@]12CCC3C(CC[C@H]4C[C@@H](O)CC[C@]34C)C1C/C(=N/O)[C@@H]2O (stereo partly specified)	.	-2%	-1	.	-15%[57.1 µM]	-6%[2.29 µM]	.	-13%	.
CCc1ccc(-n2nc(C)c3c2NC(=O)CSC3c2ccc(C(=O)OC)cc2)cc1 (stereo unspecified)	7	.	-5	-0.1	6%	3%	.	6%	-1.3
Cn1c(=O)oc2cc(S(=O)(=O)N3CCCC(C(=O)NCc4ccc5c(c4)OCO5)C3)ccc21 (stereo unspecified)	-5	-6%	2	-0.8	24%	2%	-10	?	-0.1
CCc1ccccc1NC(=O)c1cccn(Cc2ccccc2F)c1=O	1	-6%	-3	0.3	19%[57.1 µM]	7%[57.1 µM]	.	-25%	1.0
CCN(CC)CCO	-3	11%	-2	-0.1	12%	4%	2	?	0.5
CCOC(=O)C1C2c3ccccc3O[C@@]1(C)N=C1SCC(=O)N12 (stereo partly specified)	-2	10%	1	1.2	28%	12%	0	3%	-1.6
CCC(=NCc1ccc2c(c1)OCO2)c1c(O)n(C2CCCCC2)c(=O)[nH]c1=O	-2	2%	7	0.0	-7%	-6%	8	?	1.5
CC(=O)O[C@@H]1/C=C/[C@](C)(O)C[C@@H](C)C/C=C/[C@H]2[C@H](O)C(C)=C(C)[C@H]3[C@H](Cc4ccccc4)NC(=O)[C@@]123	.	-7%	4	.	8%[57.1 µM]	14%[57.1 µM]	.	-19%	.
O=C(Cn1ccc2ccccc2c1=O)NCC(=O)N1CCC2(CC1)OCCO2	2	0%	10	-0.4	13%	8%	5	-16%	-0.1
CC1(C)CN2C(c3ccc(Cl)cc3)N2C1 (stereo unspecified)	-5	-1%	10	0.5	3%[57.1 µM]	0%	-3	-3%	0.2
CCn1c(C)c(C(=O)Nc2ccc(OC)cc2)c2cc(OC)ccc21	4	1%	-2	-0.5	13%	2%	1	-18%	-1.3

2 entries drawn at random from those above:
SMILES	TRHR enhancer	IDH1 R132H inh	PI4K2A inh	TRHR ag	rTrxR1 inhibitor	TrxR1 substrate	D2 antagonist	USP1-UAF1 inh	D2 agonist
CN1CC(Br)C(=O)NC1=O (stereo unspecified)	.	2%	-2	.	9%[57.1 µM]	11%[57.1 µM]	.	-15%	.
Cc1ccc(C(=O)n2cc(CCN3CCS(=O)(=O)CC3)c3ccccc32)cc1	11	1%	2	0.3	-5%	-7%	-20	-11%	-0.4

(listing goes on)
SMILES	TRHR enhancer	IDH1 R132H inh	PI4K2A inh	TRHR ag	rTrxR1 inhibitor	TrxR1 substrate	D2 antagonist	USP1-UAF1 inh	D2 agonist
COc1cccc(CNCCc2ccc3c(c2)OCO3)c1OC	-4	-2%	1	0.5	-1%	1%	4	-4%	0.7
COc1cccc(-c2nc3ccc(N4CCN(C)CC4)cc3[nH]2)c1	-2	0%	0	1.5	70%[57.1 µM]	235%[57.1 µM]	-5	-13%	-0.3
COc1ccccc1OCC#CCN1CCCC(C)C1 (stereo unspecified)	1	1%	2	1.8	7%	-2%[57.1 µM]	57*	-18%	0.3
Cc1ccccc1OCCCn1cc(C(=O)C(=O)N2CCOCC2)c2ccccc21	-4	-22%	112	0.0	6%[57.1 µM]	-4%	-1	-11%	0.9
CCn1c(=O)cc(OCC(=O)N2CCC3(CC2)OCCO3)c2ccccc21	5	-1%	-3	0.7	34%	19%	1	-14%	0.4
O=C(c1ccccc1F)N1C[C@H]2C[C@@H](C1)c1cccc(=O)n1C2	-4	-12%	4	0.4	-3%	-4%	4	16%	1.1
COC(=O)C1=CO[C@@H](C)[C@@H]2CN3CC[C@@]4(C(=O)Nc5ccccc54)[C@@H]3C[C@H]12	8	14%	-5	1.7	12%[57.1 µM]	5%	-1	-24%	0.6
O=c1cccc2n1CC1CC2CN(Cc2cccc(Cl)c2Cl)C1 (stereo unspecified)	8	4%	0	-0.9	4%	5%	-2	-17%	0.0
OCC12CO[C@@H]3c4ccccc4[C@H](OC1)N32 (stereo partly specified)	0	3%	4	0.3	9%[57.1 µM]	7%[57.1 µM]	-16	-13%	1.5
COc1cc2occc2c2oc(=O)ccc12	-3	32%[activator]	2	0.1	27%	5%	33*	-18%	-0.9
O=C(COc1ccccc1[N+](=O)[O-])N1CCN(CCc2ccncc2)CC1	0	-10%	-2	0.3	?	0%	.	-24%	1.4
CC(O)(CS(=O)(=O)c1ccc(F)cc1)C(=O)Nc1ccc(C#N)c(C(F)(F)F)c1 (stereo unspecified)	20	.	5	0.7	15%[57.1 µM]	7%[57.1 µM]	27	.	1.6
O=C(O)C(Br)CBr (stereo unspecified)	2	-7%	-1	0.2	18%	2%	-6	-19%	-0.2
CC(=O)Nc1ccc(S(=O)(=O)NC(CC(=O)N2CCC3(CC2)OCCO3)C(C)C)cc1 (stereo unspecified)	-1	7%	4	-0.3	15%[57.1 µM]	-1%[57.1 µM]	0	-11%	2.1
COc1ccc(C(=O)C2CCCN(Cc3ccon3)C2)c(OC)c1 (stereo unspecified)	-1	-5%	1	1.8	-12%[57.1 µM]	-4%[57.1 µM]	-5	-3%	0.3
CCCCCCn1c(=O)c(C(=O)Nc2ncccc2C)c(O)c2ccccc21	-2	4%	-1	-0.4	14%	-6%	11	-12%	1.7
CN(C)CCC=C1c2ccccc2CCc2ccccc21	1	1%	-4&-2&1	0.3	?	-7%[57.1 µM]	64*	-26%	-0.4
c1ccc(CCN2CCC3(CC2)OCCO3)cc1	.	2%	-5	.	11%[57.1 µM]	5%[57.1 µM]	.	-10%	.
C[C@]12CC[C@H](OC(=O)CCC(=O)O)CC1=CCC1C2CC[C@@]2(C)C1CC[C@@H]2OC(=O)CCC(=O)O (stereo partly specified)	.	1%	1	.	36%[57.1 µM]	18%[57.1 µM]	.	1%	.
CN1CCN(c2ccc([N+](=O)[O-])c(N/N=C3\CN4CCC3CC4)c2)CC1	12	-1%	1	0.5	-18%	-8%	-9	-7%	-0.4
CCCC12CN3CCN(CC(C3)/C1=N\NC(=O)c1ccncc1)C2	-6	3%	4	2.4	0%[57.1 µM]	3%[57.1 µM]	14	-17%	0.7
Nc1ccc(C2(c3ccc(N)cc3)CCCCC2)cc1	5	1%	7	2.4	5%[57.1 µM]	5%[57.1 µM]	.	-13%	.
N=C1c2ccccc2CN1NC(=O)c1ccccc1	6	11%	4	-1.2	34%[57.1 µM]	-3%[57.1 µM]	11	-2%	-1.9
Cc1cc(N(CCCl)CCCl)ccc1C=Cc1ccncn1	.	1%	-7	.	?	-14%	.	?	.
COC(=O)C1=C(c2ccccc2)C[C@@H]2CC[C@H]1N2C(=O)NC1CC1	.	-8%	-6	.	8%[57.1 µM]	4%[57.1 µM]	.	4%	.
Cc1c2ccncc2c(C)c2c1[nH]c1ccccc12	-11	6%	3&2	25	?	28%[57.1 µM]	17	-28%	9.5
CCCCn1c(O)c(C(C)=Nc2ccc(OCC)cc2)c(=O)[nH]c1=O	13	5%	9	2.3	3%	-4%	14	-24%	1.8

Rewritten in CSV form: part of the list above.
Molecule,TRHR enhancer,IDH1 R132H inh,PI4K2A inh,TRHR ag,rTrxR1 inhibitor,TrxR1 substrate,D2 antagonist,USP1-UAF1 inh,D2 agonist
COc1ccccc1OCC(=O)N1CCN(Cc2ccc3c(c2)OCO3)CC1,7,-10%,0,0.5,12%[57.1 µM],7%[57.1 µM],3,-13%,6.0
CCC(=O)OC1(c2ccccc2)C(C)CN(C)CC1C (stereo unspecified),5,-1%,3,1.2,18%,-1%,6,-13%,-0.1
CN1CC(Br)C(=O)NC1=O (stereo unspecified),.,2%,-2,.,9%[57.1 µM],11%[57.1 µM],.,-15%,.

Screening results from PubChem.
